Bioassay records from PubChem.
CDK5 inh: CDK5/p35 (human) kinase inhibition; Q00535+Q15078; Recombinant CDK5/p35, ADP-Glo luminescence, 60 min; inhibition, % at 10 µM; hit rate 0.01% among 330,000; AID 488839;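 active means highest replicate inhibition of at least 50% and at least 75% of replicates reaching 50%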;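 further: plate controls were DMSO neutral control for no effect and GW8510 at 10 µM for full effect; many of its hits are not listed in these tables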
Target sequence (Q00535 whole entry, looked up): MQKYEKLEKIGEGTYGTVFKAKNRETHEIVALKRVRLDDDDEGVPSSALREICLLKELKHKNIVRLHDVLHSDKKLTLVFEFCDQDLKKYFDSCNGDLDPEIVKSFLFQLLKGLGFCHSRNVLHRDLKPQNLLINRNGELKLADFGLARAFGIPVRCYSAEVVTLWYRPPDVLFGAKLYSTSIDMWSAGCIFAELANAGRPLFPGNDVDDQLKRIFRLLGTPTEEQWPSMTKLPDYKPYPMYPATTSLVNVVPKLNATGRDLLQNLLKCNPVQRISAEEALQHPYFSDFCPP
Target sequence (Q15078 whole entry, looked up): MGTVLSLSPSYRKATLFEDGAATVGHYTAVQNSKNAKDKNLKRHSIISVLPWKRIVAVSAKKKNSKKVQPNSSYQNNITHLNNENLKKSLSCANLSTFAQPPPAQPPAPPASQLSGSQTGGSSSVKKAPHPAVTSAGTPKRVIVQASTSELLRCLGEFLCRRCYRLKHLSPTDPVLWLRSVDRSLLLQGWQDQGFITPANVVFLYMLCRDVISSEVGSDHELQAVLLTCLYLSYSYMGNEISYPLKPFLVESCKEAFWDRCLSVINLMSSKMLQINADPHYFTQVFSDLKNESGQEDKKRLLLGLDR
V-ATPase pH: alters yeast V-ATPase proton transport; S. cerevisiae, pHLuorin cytosolic pH fluorescence; hit rate 0.37% among 350,000; AID 504577; response, % at 10 µM; in the data active means response mostly above about 7.3%, no sharp cut-off; inactive means mostly below about 5.4%; further: actives read high; inactives centre near 0; some compounds called inactive have numbers as strong as hits; reference of the scale not given here
HTR5A inv ag: counter-screen for OPRM1-OPRD1 inverse agonists: human HTR5A inverse agonism. inhibition, % at 9.3 µM. AID 504634. hit rate 0.083% among 340,000. HTR5A cell line, luminescence; in the data active means inhibition mostly above about 23%, no sharp cut-off; inactive means mostly below about 18%;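 further: 0% = cells with DMSO and 100% = no-cell wells with DMSO; some compounds called inactive have numbers as strong as hits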
Target sequence (P47898 whole entry, looked up): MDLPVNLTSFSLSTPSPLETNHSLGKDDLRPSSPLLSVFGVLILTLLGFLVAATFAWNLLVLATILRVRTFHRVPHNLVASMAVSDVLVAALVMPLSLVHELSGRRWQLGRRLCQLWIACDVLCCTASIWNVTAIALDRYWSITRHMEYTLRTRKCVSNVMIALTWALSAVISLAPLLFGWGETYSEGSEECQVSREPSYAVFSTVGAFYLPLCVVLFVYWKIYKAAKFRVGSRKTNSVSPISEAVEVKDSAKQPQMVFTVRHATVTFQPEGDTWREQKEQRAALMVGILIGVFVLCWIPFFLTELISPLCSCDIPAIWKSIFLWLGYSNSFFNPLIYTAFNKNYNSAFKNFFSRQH
HTR5A ag ctr: activates human HTR5A in OPRM1-OPRD1 agonist counter-screen; P47898; HTR5A agonist assay, luminescence, cell-based; activation, % at 9.3 µM; hit rate 0.61% among 340,000; AID 504692; in the data active means activation mostly above about 9.5%, no sharp cut-off; inactive means mostly below about 7.6%;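 further: 0% = cells with vehicle only and 100% = reference agonist; strong numbers were not always called active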
SR-BI HDL uptake: blocks mouse SR-BI lipid uptake from DiI-HDL; hit rate 0.96% among 320,000; AID 488896; Q61009; inhibition, % at 12.5 µM; ldlA[mSR-BI] CHO cells, DiI-HDL uptake fluorescence, 3 h;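 active means mean replicate inhibition of at least 70% and a set share of replicates each scoring 70 or more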;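 further: 0% = median of neutral control wells and 100% = median of positive control wells; values of inactives mirror those of a sister screen read the other way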
Wnt bcat act: activates Wnt/beta-catenin signaling in a reporter cell assay; activator, plate reader; activation, % at 9.35 µM; hit rate 1.2% among 300,000; in the data active means activation above about 30%, passing the limit was not always enough;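 further: 0% = neutral control wells and 100% = positive control wells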
MITF TRPM1 HTS: increases MITF-driven TRPM1 promoter luciferase signal | activation, % at 12.5 µM | SK-MEL-5 TRPM1-promoter luciferase, 24 h; % of positive control, neutral wells = 0 | hit rate 0.75% among 300,000 | AID 588334;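 active means mean activation of at least 80% with every replicate also reaching 80%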;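 further: 0% = neutral control wells and 100% = parthenolide positive control wells; values of inactives mirror those of a sister screen read the other way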
PvdQ inh: P. aeruginosa PvdQ acylase inhibition | purified PvdQ acylase, fluorescence plate reader | inhibition, % at 10 µM | hit rate 0.063% among 340,000; in the data active means inhibition above about 30%, passing the limit was not always enough;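 further: 0% = vehicle neutral wells and 100% = reference inhibitor wells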
dFosB activator: activators of mouse delta FosB homodimer. purified delta FosB, TAMRA-CDK5 oligo fluorescence polarization; percent of positive-control signal above neutral wells. AID 493131. activation, % at 25 µM. P13346. hit rate 0.99% among 340,000;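 active means mean activation above about 17%, with every replicate also reaching it, limit read from the data, passing the limit was not always enough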;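 further: fluorescence polarization rise as delta FosB binds a TAMRA Cdk5 AP-1 oligo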
NSD2 HMT inh: NSD2 (human) methyltransferase inhibition; NSD2 peptide methylation, AlphaScreen, 120 min; O96028; hit rate 0.54% among 310,000; inhibition, % at 12.5 µM; AID 743445; in the data active means inhibition above about 50%
Starred values were filed as active, the others as inactive; nt = no result given.

SMILES	CDK5 inh	V-ATPase pH	HTR5A inv ag	HTR5A ag ctr	SR-BI HDL uptake	Wnt bcat act	MITF TRPM1 HTS	PvdQ inh	dFosB activator	NSD2 HMT inh
COCCN(C(=O)Cc1cccs1)C(C(=O)NCc1ccc(OC)cc1)c1ccccc1 (centres undefined)	-0.7	-10	5	-4	-53	nt	0	0	-8	4
CCOc1ccc(C2/C(=C(\O)c3ccc4c(c3)OCCO4)C(=O)C(=O)N2CCN2CCOCC2)cc1OC (centres undefined)	-4.1	2	17	-1	-13	1	-2	-18	7	6
CN(C(=O)CSc1nc2c(c(=O)[nH]1)CCC2)c1ccccc1	-2.5	-1	0	0	-8	-1	0	1	1	-8
CCC(c1nnnn1C(C)(C)C)N1CCN(C(=O)c2ccco2)CC1 (centres undefined)	0.4	-2	4	5	-12	3	0	-1	4	-3
CCOC(=O)Nc1nc2ccc(Cn3cccc3)cc2[nH]1	1.2	-2	-9	2	2	5	5	-16	-3	-1
COc1ccc2c(c1OC)C(=O)OC2CC(=O)c1ccc(N(C)C)cc1 (centres undefined)	1.6	2	14	3	-10	nt	0	-8	1	2
O=C(CSc1nnc(-c2ccco2)o1)NC(=O)Cc1ccccc1	-1.7	-7	-31	-2	18	nt	-6	6	-5	2
O=C1NC(=O)C(Cc2ccccc2)(c2ccccc2)N1 (centres undefined)	0.9	-3	-9	2	-16	-2	3	7	3	12
O=C(Nc1ccc(Cl)c(Cl)c1)Nc1ccccc1NS(=O)(=O)c1cccs1	-2.5	5	-3	1	14	-2	9	-12	-2	nt
Cn1c(=O)c2c(ncn2CC(=O)N2CCN(S(=O)(=O)c3ccc(F)cc3)CC2)n(C)c1=O	-2.5	1	nt	nt	-4	-2	2	-8	8	1
CCOC(=O)c1c(C)nc2ccccc2c1-c1ccccc1	0.7	3	14	-1	-13	-4	-6	6	0	2
CC1CCN(CCNC(=O)C2CCN(S(=O)(=O)c3cccc4nsnc34)CC2)CC1	0.8	-3	-3	5	-3	-2	8	12	-9	2
CCOC(=O)N1CCN(CC(O)COc2ccccc2C(C)C)CC1 (centres undefined)	-1.0	6	2	-5	-6	nt	10	-1	-13	nt
C/C(CC(=O)Nc1cccc(Cl)c1C)=N\NC(=O)C(=O)NCC(C)C	-1.0	-5	-14	-4	-18	nt	-5	-12	-6	2
Nc1ncnc2c1ncn2[C@H]1CC[C@@H](CO)O1	-0.1	3	0	0	6	-2	2	-7	-5	nt
Cc1cc(F)ccc1NC(=O)C(C)n1c2ccccc2c2nc(=O)cc(C)n21 (centres undefined)	-0.4	9	9	-3	-5	3	-8	-7	-14	0
Cc1nnc(NC(=O)CSc2ccc3nnc(-c4ccccn4)n3n2)s1	-8.1	-2	3	-1	-17	-1	-2	-20	6	nt
O=C(CCc1ccccc1)Nc1nc2nc(-c3ccccc3)cc(=O)n2[nH]1	-0.3	-6	-1	0	-21	-2	2	0	-4	0
Cc1cc(C)c2c(N)c(C(=O)N/N=C/c3ccccc3)sc2n1	-0.1	-1	-28	-1	51	47*	nt	-4	-13	2
CC1CCCN(c2nc3c(c(=O)[nH]c(=O)n3C)n2Cc2ccccc2Cl)C1 (centres undefined)	0.5	-3	-20	7	-9	-2	4	4	-2	nt
CCN(CC)C(=O)CSc1nc(N)c(-c2ccccc2)c(=O)[nH]1	-0.2	-1	-16	6	-2	-2	15	8	4	11
COc1ccc2c(c1)Cc1sc(NC(=O)c3ccco3)nc1-2	-0.7	2	-13	2	41	nt	65	-9	-10	26
O=C(C1CCCCN1S(=O)(=O)c1ccccc1[N+](=O)[O-])N1CCCC1 (centres undefined)	-1.6	2	8	8	-11	0	3	11	1	-1
O=C(c1cn(-c2ccccc2)nc1-c1cccnc1)N1CCN(S(=O)(=O)c2cccc(F)c2)CC1	0.2	-1	10	-4	-5	-4	5	10	-12	-1
Cc1cc(OCc2cccc(S(=O)(=O)N3CCOCC3)c2)ccc1Cl	0.1	-3	-14	4	16	-2	0	11	-11	-1

Later entries.
SMILES	CDK5 inh	V-ATPase pH	HTR5A inv ag	HTR5A ag ctr	SR-BI HDL uptake	Wnt bcat act	MITF TRPM1 HTS	PvdQ inh	dFosB activator	NSD2 HMT inh
CN/C=C1\C(=O)C(C)(C)Oc2ccc3ccc(=O)oc3c21	-2.1	0	15	-3	-3	nt	0	1	-2	6
CN(Cc1ccccc1)c1ccc(S(=O)(=O)N2CCOCC2)cn1	2.3	-2	-18	7	0	nt	8	-2	2	-1
N#Cc1cccc(NC(=O)c2ccc(S(=O)(=O)N3CCOCC3)cc2)c1	0.2	1	-2	1	-5	-5	3	-14	-4	nt
COc1ccc(-c2[nH]ncc2CN2CCC(C(=O)c3ccc(F)cc3)CC2)cc1	-0.9	0	-40	0	7	2	nt	-4	-1	5
COc1ccc(C(C)=O)c2c1OCCO2	0.9	-2	-19	-2	-23	-4	5	-3	1	-2
COc1ccc(-c2noc(CNC(=O)c3ccc4c(c3)OCO4)n2)cc1	1.7	0	-12	5	nt	-1	0	1	5	-2
Cc1csc(=O)n1CC(=O)OCC(=O)Nc1cc(Cl)ccc1[N+](=O)[O-]	-0.6	2	10	3	11	-2	-19	-6	4	-2
O=C(COc1ccc(Br)cc1)Nc1ccc(NC(=O)c2ccccc2)cc1	1.2	8	8	-1	22	-7	9	-8	25*	-1
O=C(O)CCCC(=O)Nc1ccccc1C(=O)O	-2.1	-1	-37	8	-2	nt	-14	-13	-4	0
C#CC(CC)(CC)NC(=O)/C=C/C(=O)O	-0.7	-2	-8	6	-10	-1	nt	-12	-1	-3
Cn1c(N)c(S(=O)(=O)NCc2ccc(F)cc2)c(=O)n(C)c1=O	-0.1	0	-5	-2	-17	1	-5	-11	-3	1
Cc1ccc(S(=O)(=O)CCC(=O)OCC(=O)c2cc(C)n(C)c2C)cc1	-0.1	2	-22	9	-11	5	nt	-12	-7	18
Cc1cc(C)c(C(=O)COc2cccnc2[N+](=O)[O-])cc1C	0.2	4	-5	1	-26	nt	-17	-9	10	3
O=C1Cc2ccccc2Sc2cc(OCCCN3CCCCC3)ccc21	-0.2	-1	7	-3	-27	nt	-2	9	-1	30
COc1ccc(CN(C)C(=O)COC(=O)c2cnc(Cl)c(Cl)c2)cc1	-0.1	1	5	-2	-32	1	-5	2	-6	-2
CCn1c(=O)c([N+](=O)[O-])c(NCCc2ccc(OC)c(OC)c2)c2ccccc21	-4.8	7	-3	4	-22	-1	-4	-15	-6	1
C[n+]1c2n(c3ccccc31)N=C(c1cc(C(C)(C)C)c(O)c(C(C)(C)C)c1)CS2	0.8	1	19	-1	16	-11	-15	-3	-24	-2
CC(C)(C)N=C1NN=C(c2ccc(S(=O)(=O)N3CCCCC3)cc2)CS1	-0.1	5	3	-1	-18	-5	16	-16	-14	0
COc1ccc(S(=O)(=O)NC(C)C(=O)Nc2cccc(C(C)=O)c2)cc1 (centres undefined)	1.1	1	-3	-1	-8	0	-5	-1	-7	1
Cc1ccc(C(=O)OC(C)C(=O)NCc2ccc3c(c2)OCO3)cc1S(=O)(=O)N1CCOCC1 (centres undefined)	1.0	-1	4	2	6	1	-5	-12	-8	0
O=C(c1ccsc1)N1CCCC(N2CCN(c3ccccc3F)CC2)C1 (centres undefined)	1.1	-3	-1	2	-24	1	0	-12	-6	25
O=C(Nc1ccc(Cl)cc1)C1c2cccc[n+]2CC(=O)N1Cc1ccc2c(c1)OCO2 (centres undefined)	-2.8	3	3	-1	-31	6	-8	-27	-2	0
CCOc1ccc(-c2ccc(SCC(=O)N3CCOCC3)nn2)cc1	-1.1	2	-2	1	-7	2	29	-5	-8	-1
C[C@@H](C(=O)NCc1ccccn1)[C@H]1C[C@]1(C)[C@H](NC(=O)OCc1ccccc1)c1ccccc1	-0.5	1	4	-1	-13	-3	2	-2	-4	nt
COc1ccc(-c2[nH]ncc2CN2CCCC(C(=O)c3cccc(OC)c3)C2)cc1 (centres undefined)	1.1	9	-4	1	-6	-3	11	1	-7	5

Structural class: those above with a tert-butyl group
SMILES	CDK5 inh	V-ATPase pH	HTR5A inv ag	HTR5A ag ctr	SR-BI HDL uptake	Wnt bcat act	MITF TRPM1 HTS	PvdQ inh	dFosB activator	NSD2 HMT inh
CCC(c1nnnn1C(C)(C)C)N1CCN(C(=O)c2ccco2)CC1 (centres undefined)	0.4	-2	4	5	-12	3	0	-1	4	-3
C[n+]1c2n(c3ccccc31)N=C(c1cc(C(C)(C)C)c(O)c(C(C)(C)C)c1)CS2	0.8	1	19	-1	16	-11	-15	-3	-24	-2
CC(C)(C)N=C1NN=C(c2ccc(S(=O)(=O)N3CCCCC3)cc2)CS1	-0.1	5	3	-1	-18	-5	16	-16	-14	0

Continued:
SMILES	CDK5 inh	V-ATPase pH	HTR5A inv ag	HTR5A ag ctr	SR-BI HDL uptake	Wnt bcat act	MITF TRPM1 HTS	PvdQ inh	dFosB activator	NSD2 HMT inh
COCCNC(=S)N/N=C(\C)c1ccc2cc(OC)ccc2c1	0.0	3	20	7	59	1	2	-7	-14	0
Cc1ccc(NC(=O)CC2C(=O)NCCN2C(=S)Nc2ccccc2)c(C)c1 (centres undefined)	0.8	-1	-2	1	-24	-2	0	-11	0	-2
CCCCC(CCc1ccccn1)C(=O)c1ccccc1 (centres undefined)	-1.3	0	17	-4	-5	-3	29	-6	-4	2
Cc1[nH]c2ccccc2c1C(c1ccccn1)N1CCC(C)CC1 (centres undefined)	0.9	-1	-19	1	-22	nt	1	6	-1	nt
COc1ccc(C(C)=O)cc1COC(=O)CNC(=O)c1cc(C)cc(C)c1	1.0	4	0	0	55	-4	-9	-14	-6	-3
COc1ccc(C2c3ccc(O)cc3Oc3ncn4nc(-c5ccccn5)nc4c32)cc1OC (centres undefined)	0.7	2	0	0	1	1	-7	-10	-20	1
CC(C)OCc1c(C(=O)OC/C(O)=C(\C#N)c2nc3ccccc3[nH]2)oc2ccccc12	-0.4	-2	11	5	-6	-4	-7	-2	3	1
Cc1ccc2nc(SCC(=O)Nc3ccccc3N3CCOCC3)c(C#N)cc2c1	-1.0	-1	6	-2	39	nt	-24	-1	-2	6
CC(C)CC(=O)Nc1cccc(-c2cn3ccsc3n2)c1	0.3	2	-6	-2	-17	nt	22	-10	-3	0
O=C(Nc1ccc(O)cc1C(=O)O)c1cccc(Br)c1	-0.7	-1	3	1	2	nt	-13	-3	1	-2
CCOCCn1ccc2c(OCC(=O)Nc3ccc(OC)c(OC)c3)cccc2c1=O	-1.0	-1	8	-3	48	0	-16	-5	8	1
O=C(CCNC(=O)c1ccccc1)NCCc1ccc(Cl)cc1	0.7	0	2	-1	-9	-2	-24	-10	-6	-1
CCN1CCN(C(c2cccs2)C(C)NC(=O)NC2CCCCC2)CC1 (centres undefined)	-0.6	-1	-25	-3	-13	-5	-3	-14	-1	nt
O=C(COc1ccc(Cl)cc1Cl)N(C1CCCCC1)C1CCS(=O)(=O)C1 (centres undefined)	-0.2	1	1	0	4	-1	3	-18	-8	5
O=C(COC(=O)Cn1[nH]c(=O)c2ccccc2c1=O)NNC(=O)c1ccccc1	0.6	1	14	-6	-10	2	1	-2	0	0
FC(F)(F)c1cccnc1N1CCN(c2ncnc3nc[nH]c23)CC1	-1.3	0	-8	3	-4	-1	-1	-2	-8	nt
COc1ccc(C)cc1NC(=O)C1CCCCC1C(=O)O (centres undefined)	0.0	8	2	-2	-12	-7	nt	-12	-10	0
O=C(NCc1ccco1)c1cccc(NC(=O)c2ccco2)c1	-0.1	-3	14	0	22	nt	2	9	-3	-1
Cc1ccc(Nc2nc(N)nc(CSc3nccn3C)n2)cc1	-0.4	3	-14	6	-2	nt	40	-14	-4	10
Cn1c(SCC(=O)Nc2cccc(NC(=O)c3cccs3)c2)nnc1-c1ccncc1	-11	3	15	8	30	-1	-2	-13	-3	0
